Source: PubChem BioAssay
PriA SSB inh = inhibitors of Klebsiella pneumoniae PriA binding to SSB C-terminal tail, primary screen, biochemical, AlphaScreen; AlphaScreen SSBct-PriA binding, biotinylated peptide; inhibition, % at 33 µM; actives 0.6% (n = 430,000); in the data active = inhibition mostly above about 37%, no sharp cut-off; inactive = mostly below about 20%;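 also: plate controls were negative control peptide for no effect and reference peptide for full effect; strong numbers were not always called active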
BoNT-A LC inh2 = BoNT/A light chain protease inhibitors, primary screen, biochemical, flow cytometry, MLPCN library; Botulinum neurotoxin type A light chain protease (Clostridium botulinum A str. ATCC 3502); multiplex microsphere protease substrate cleavage; inhibition, % at 10 µM; actives 0.17% (n = 360,000); AID 588499, 2011; also: plate controls were buffer without enzyme for full effect and enzyme alone for no effect
CCHFV vOTU inh = CCHFV vOTU protease inhibitors, primary screen, biochemical, Pep-AMC substrate, fluorescence. inhibition, % at 11.5 µM. actives 0.55% (n = 370,000); in the data active = inhibition above about 30%; also: 0% = vehicle wells with enzyme and 100% = no enzyme wells
PfHsp40 rescue = rescue of yeast from PfHsp40 toxicity, primary screen, S. cerevisiae, ATP luminescence. S. cerevisiae expressing PfHsp40, growth rescue. growth rescue, % at 12.5 µM. actives 0.68% (n = 340,000). AID 504582, 2011; in the data active = growth rescue above about 28%, passing the limit was not always enough; inconclusive = no clear call, values can overlap the other calls;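 also: yeast W303a lacking pdr1 and pdr3 grown in galactose medium; growth measured after three days at 30 °C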
Vc quorum ag = inducers of Vibrio cholerae quorum light production without autoinducers, primary screen, BH1578 luxS cqsA deficient, single point | V. cholerae BH1578 lux reporter, luminescence, 6 h | actives 0.16% (n = 350,000) | activation, % at 18.7 µM | AID 588436, 2011; in the data active = activation mostly above about 9.7%, no sharp cut-off; inconclusive = no clear call, values can overlap the other calls; inactive = mostly below about 3.7%; also: not every result past the cut was called active; inactives centre near 0; reference of the scale not given here
VHR inh abs = VHR1 phosphatase inhibitors, primary screen, biochemical, absorbance, uHTS; Dual specificity protein phosphatase 3 (Homo sapiens), P51452; recombinant VHR phosphatase, pNPP absorbance; inhibition, % at 13.3 µM; actives 0.52% (n = 290,000); in the data active = inhibition above about 50%; also: some compounds called inactive have numbers as strong as hits
Target sequence (P51452 whole entry, looked up): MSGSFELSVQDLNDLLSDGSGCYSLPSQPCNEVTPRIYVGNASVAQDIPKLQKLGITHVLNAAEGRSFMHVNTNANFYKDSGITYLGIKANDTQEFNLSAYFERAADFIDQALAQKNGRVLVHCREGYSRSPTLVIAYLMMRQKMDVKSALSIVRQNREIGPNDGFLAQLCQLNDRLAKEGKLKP
TcdB inh = TcdB glycohydrolase inhibitors, primary screen, biochemical, single point, plate reader; AID 652162, 2013; actives 0.24% (n = 350,000); inhibition, % at 9.99 µM; TcdB glycohydrolase enzymatic assay; Toxin B (Clostridioides difficile), P18177; in the data active = inhibition above about 10%
Anthrax LF inh2 = Bacillus anthracis LF protease inhibitors, primary screen, biochemical, multiplex microsphere, MLPCN library; multiplex microsphere protease cleavage assay; inhibition, % at 10 µM; actives 0.12% (n = 360,000); also: plate controls were buffer without enzyme for full effect and enzyme alone for no effect
Target sequence (P15917 whole entry, looked up): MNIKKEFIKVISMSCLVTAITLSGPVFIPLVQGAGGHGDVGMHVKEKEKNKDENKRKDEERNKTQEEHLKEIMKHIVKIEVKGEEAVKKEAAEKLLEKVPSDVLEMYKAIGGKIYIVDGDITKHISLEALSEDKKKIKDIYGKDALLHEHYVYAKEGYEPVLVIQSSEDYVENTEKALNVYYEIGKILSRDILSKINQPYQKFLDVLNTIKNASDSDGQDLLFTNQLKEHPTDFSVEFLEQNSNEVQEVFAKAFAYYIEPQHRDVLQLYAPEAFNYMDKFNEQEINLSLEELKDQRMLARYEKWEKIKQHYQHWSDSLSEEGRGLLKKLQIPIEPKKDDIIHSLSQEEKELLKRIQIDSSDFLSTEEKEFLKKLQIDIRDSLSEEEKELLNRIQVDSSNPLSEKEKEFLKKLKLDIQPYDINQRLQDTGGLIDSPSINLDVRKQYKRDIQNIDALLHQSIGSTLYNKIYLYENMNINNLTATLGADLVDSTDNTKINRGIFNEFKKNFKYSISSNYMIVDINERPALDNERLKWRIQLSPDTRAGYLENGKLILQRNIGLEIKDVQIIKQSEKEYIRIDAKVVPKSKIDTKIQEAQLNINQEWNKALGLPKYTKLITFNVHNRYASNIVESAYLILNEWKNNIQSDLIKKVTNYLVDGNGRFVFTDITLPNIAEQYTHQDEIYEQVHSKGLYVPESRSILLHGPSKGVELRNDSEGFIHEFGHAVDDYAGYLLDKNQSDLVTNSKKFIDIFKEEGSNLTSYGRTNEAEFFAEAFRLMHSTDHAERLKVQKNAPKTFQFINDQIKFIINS
Y pestis TopoI = Yersinia pestis topoisomerase I inhibitors, primary screen, biochemical, cleavage product accumulation, plate reader, single point; DNA topoisomerase I (Yersinia pestis CO92); Y. pestis Topo-I cleavage product accumulation; activity, % at 10 µM; actives 0.064% (n = 360,000); in the data active = activity above about 50%, passing the limit was not always enough; inconclusive = no clear call, values can overlap the other calls; also: inactives centre near 2
3CLpro inhibitor = SARS-CoV 3CLpro protease inhibitors, primary screen, biochemical, quenched FRET. recombinant SARS-CoV 3CLpro, quenched FRET peptide cleavage. inhibition, % at 6 µM. actives 0.14% (n = 290,000). AID 1706, 2009; in the data active = inhibition above about 12%
The depositor's hits bear a star; i = inactive; ? = inconclusive; nt = not tested or not shown. Rule as the data show it, unless noted: active = inhibition above about 30%; inconclusive = no clear call, values can overlap the other calls; inactive = below that.

canonical_smiles	VHR inh abs	Vc quorum ag	3CLpro inhibitor	PriA SSB inh	TcdB inh	Anthrax LF inh2	PfHsp40 rescue	Y pestis TopoI	CCHFV vOTU inh	BoNT-A LC inh2
Cc1cccc(OCC(=O)NCc2n[nH]c(=O)c3ccccc23)c1	nt	-0.3	nt	-9.7	-4.1	nt	0.2	6.2	1.6	nt
C=CCn1c(SCC(=O)c2[nH]c(C)c(C(C)=O)c2C)nnc1-c1ccncc1	2.0	3.0	3.9	-7.3	nt	-5.1	-0.2	-5.2	9.1	0.2
Nc1[nH]c(C(=O)c2ccccc2)c(-c2ccccc2C(F)(F)F)c1C(=O)NCc1cccc2ccccc12	nt	nt	nt	nt	-0.4	-12.4	nt	nt	-5.6	0.5
Cc1cccn2c(CNCCc3ccccn3)c(C(=O)N3CCOCC3)nc12	43.7	i	-4.1	-1.7	0.3	2.6	-2.1	-2.0	-3.2	0.6
COC(=O)c1ccc(C)c(NC(=O)CN(c2cc(OC)ccc2OC)S(C)(=O)=O)c1	15.1	-0.7	1.1	-0.7	nt	-4.8	-1.5	-1.2	-0.9	-1.1
Cc1cccc(N(CC(O)CN2CCCC2)S(=O)(=O)c2ccccc2)c1 (configuration not stated)	17.0	-0.2	-4.2	8.3	1.8	-0.2	-0.5	-4.4	-2.3	0.6
CC1(C(=O)NS(=O)(=O)c2cccc(C#N)c2)CCN1C(=O)CCC1CCCC1 (configuration not stated)	nt	i	nt	nt	-0.4	-0.5	nt	2.7	-1.6	-0.1
CCn1c(CC(=O)Nc2ccc(F)cc2)nnc1SCC(=O)N1CCOCC1	4.7	-0.1	-2.7	-13.9	1.7	0.3	0.1	1.2	18.4	3.2
Cc1ccccc1NC(=O)C1=CC=CN2CCS(=O)(=O)N=C12	nt	-0.6	nt	5.7	-0.6	-3.3	-1.0	-3.4	9.2	4.6
COc1cccc(Nc2ncccc2C(=O)Nc2ccccc2)c1	14.0	i	0.7	5.5	nt	-4.9	17.5	-6.6	1.7	-0.1
O=[N+]([O-])c1cc(/C=N/n2c(-c3ccncc3)n[nH]c2=S)ccc1Cl	34.4	i	1.6	nt	nt	-2.5	0.6	2.7	-9.2	0.1
CCNC(=O)C1CCCN(Cc2ccc3ccccc3c2Br)CC1 (configuration not stated)	nt	0.0	nt	nt	nt	-4.5	nt	13.6	nt	0.1
Cc1cccc(N2CCN(S(C)(=O)=O)CC2)c1C	21.9	i	-9.1	-7.0	nt	1.5	-2.0	3.1	0.7	-0.2
O=C(COC(=O)c1ccc2ccccc2n1)NC1CCCCC1	nt	0.5	nt	3.7	1.8	-1.9	-0.9	-2.4	8.3	-0.6
COc1ccc(C(=O)/C=C/Sc2nc3ccccc3o2)cc1	-17.9	-0.5	3.8	-10.2	0.1	nt	0.5	-1.7	-12.3	nt
Cc1ccc(NC(=O)CC2=NC(=O)C(CC(=O)Nc3ccccc3F)S2)cc1 (configuration not stated)	7.6	-8.5	-1.5	-4.8	0.6	-2.8	0.6	-5.2	2.9	-0.4
O=C(c1cccc(N2C(=O)C3C4C=CC(C4)C3C2=O)c1)N1CCCCCC1 (configuration not stated)	6.4	i	1.4	-14.1	nt	-0.2	1.7	4.7	8.0	-0.1
CCN(CC)c1ccc(NC(=O)c2cc3c(OC)cccc3[nH]2)cc1	16.5	i	-2.5	11.9	-6.4	-19.7	-0.9	-22.9	16.4	-4.2
CC(C)NC(=O)c1ccc2c(c1)N(Cc1ccccc1)C(=O)C(C)(C)O2	20.5	0.2	5.0	-7.1	1.5	nt	0.2	4.1	-3.3	nt
CCOC(=O)c1cc2c(=O)n3ccccc3nc2n(CCOC)c1=NC(=O)C(C)(C)C	20.0	-0.2	0.6	-20.1	nt	5.8	0.2	13.5	-217.3	5.8
COc1ccc(OCCNC(=S)Nc2cccc3ccccc23)cc1	-3.7	-0.2	-3.2	22.9	nt	-2.2	2.1	-4.7	-0.1	-0.4
C#CC[N+](C)(C)CCN1C(=O)C2C(c3ccccc3)C=CC(c3ccccc3)C2C1=O (configuration not stated)	33.6	-0.2	-1.0	-13.9	0.8	-1.4	-0.3	4.0	-9.1	0.0
CN(c1ccccc1)C(c1ccc(F)cc1)c1nnnn1C1CCCC1 (configuration not stated)	-14.8	0.1	1.9	-27.1	-1.4	-5.1	1.6	34.0	6.3	?
Oc1ccc(-c2nc3ccccn3c2NCc2ccc3c(c2)OCO3)cc1	-2.6	-5.6	-2.3	16.7	nt	-2.8	-1.8	-1.7	-35.6	-0.5
Cc1ccc(C=Nc2ccccc2C#N)s1	7.4	i	-6.4	-10.7	nt	0.3	-0.5	-0.1	-2.1	0.0
Nc1cc(C(=O)O)ccc1Nc1ccccc1	-5.8	-0.3	0.3	1.6	nt	nt	-1.2	15.9	-150.5	nt
CN1CC(=O)N2C(c3ccc(Cl)cc3)c3[nH]c4ccccc4c3C[C@H]2C1=O (some centres not stated)	nt	1.2	3.6	13.2	1.4	6.1	-0.2	-3.9	12.6	-5.0
CNC(=O)NC(=O)C(OC(=O)c1cccc(S(=O)(=O)N2CCCCC2)c1)c1ccccc1 (configuration not stated)	29.3	i	0.5	0.3	nt	-3.4	-0.4	8.1	-6.9	-1.7
COc1ccc(-c2oc(/N=C/N3CCOCC3)c(C#N)c2-c2ccc(OC)cc2)cc1	21.1	i	5.2	nt	nt	-4.1	3.2	-1.3	-9.8	0.1
COC(=O)CNC(=O)c1ccc(OC2CCN(C(=O)C3CC3)CC2)cc1	0.4	-0.2	2.1	-8.2	0.3	-0.2	1.2	-1.0	-9.3	0.0
CC(C)(C)C(=O)NC(=S)Nc1ccc(S(=O)(=O)Nc2nccs2)cc1	25.6	-0.4	3.2	-5.0	0.7	-5.9	nt	-5.2	10.8	-0.3
Nc1ccc(Oc2ccc3c(c2)C(=O)NC3=O)cc1	9.8	-0.5	-1.5	-12.4	0.5	7.3	-0.8	1.6	5.2	2.8
Cc1cc(C)cc(OCC(=O)OCC(=O)N(CC(C)C)c2c(N)n(Cc3ccccc3)c(=O)[nH]c2=O)c1	nt	2.9	nt	10.6	2.8	?	-1.6	21.7	27.4	2.4
CCOC(=O)c1c(C)c(C(=O)NCC2CCCO2)c(C)n1C (configuration not stated)	-8.7	i	-2.2	-24.8	nt	-2.8	-1.4	-6.4	-9.8	-0.1
CCCCN=C(Nc1ccc(Cl)cc1)c1cccnc1	3.6	-0.7	0.7	-2.3	nt	-6.2	0.3	1.8	-2.6	0.6
CCCCCCSc1ccc(-c2nc3ccc(Cl)cn3c2NCc2ccccc2)cc1	nt	-0.4	nt	-18.9	-0.5	-10.3	3.3	6.0	4.4	-0.4
COCc1nnc(NS(=O)(=O)c2ccc(Cl)cc2)s1	16.6	-0.2	-3.4	-2.9	1.1	1.9	2.7	2.2	0.9	-3.5
Cc1noc(C)c1CSc1nnc(-c2ccccc2)n1N	10.4	i	-0.4	-2.4	nt	-5.0	-2.0	1.4	-8.1	1.0
Cc1cccn2cc(-c3ccc(NC(=O)Cc4ccccc4)cc3)nc12	-10.7	-0.4	-0.4	-9.0	4.0	-4.4	-1.8	1.2	1.1	-0.2
COC(=O)COc1cccc(NC(=O)c2ccccc2)c1	29.9	i	2.8	-15.0	nt	-10.2	-0.7	-5.6	2.5	?
CN1CCN(NC(=O)c2ccc(S(=O)(=O)N3CCCCCC3)cc2)CC1	14.7	-0.3	3.5	-9.9	-0.1	-0.3	-1.3	5.4	-4.9	-0.5
O=C1C2C3C=CC(C3)C2C(=O)N1CCCO (configuration not stated)	17.6	0.8	-1.7	-5.6	nt	-0.2	-0.6	1.7	3.0	0.6
Cc1cccc(C)c1OCC(=O)N1CCc2ccccc2C1	46.2	-3.8	2.9	-9.4	-3.0	0.4	0.4	10.9	-3.4	-0.8
CS(=O)(=O)N(CC(=O)O)c1ccc(C23CC4CC(CC(C4)C2)C3)cc1	-7.8	0.3	0.8	0.5	-3.8	-0.5	-0.7	10.0	-0.4	-5.9
COc1cc(NC(=O)COc2ccc3c(C)cc(=O)oc3c2C)cc(OC)c1OC	5.7	i	-10.1	-10.3	0.9	-0.7	0.4	-5.7	2.5	0.5
O=Cc1cn(-c2ccc(F)cc2)c2ccccc12	-8.5	-0.3	0.3	-5.5	nt	0.5	3.7	-2.5	-17.7	-0.3
COC(=O)[C@]12CCCCC=C1N(Cc1cccc3ccccc13)C(=O)[C@H](CC(=O)N1CCSCC1)C2	nt	nt	nt	nt	1.2	-5.5	nt	nt	-4.1	-0.9
CCOC(=O)c1ccc(N2C(=O)CC(N3CC(C)OC(C)C3)C2=O)cc1 (configuration not stated)	4.8	-0.7	-3.7	-12.7	nt	1.9	-0.6	-1.9	3.2	0.1
O=C(CSc1cccc[n+]1[O-])NC(=O)c1ccc(OC(F)F)cc1	1.2	i	2.1	1.9	0.4	-5.8	0.3	7.1	-1.0	-0.1
COc1ccc(N2CC(C)(C)C2=O)cc1	33.3	-0.2	-2.1	-21.7	0.2	-1.4	0.1	-11.3	-1.6	-0.8
COc1ccc(/C=N/NC(=O)C2(O)c3ccccc3-c3ccccc32)cc1	-3.8	-0.2	-2.3	nt	nt	-1.8	-0.6	-1.5	-3.4	0.1
Cc1ccc(S(=O)(=O)N2CCN(C(=O)CN3CCCCC3)C2)cc1	20.2	-3.7	-2.2	-6.3	nt	0.7	-1.2	1.3	0.1	-0.9
COC(=O)/C=C1/N/C(=N\c2nc(C)cc(C)n2)N(c2cccc(C)c2)C1=O	-8.5	i	0.1	nt	nt	-1.0	-0.6	-2.3	-0.2	-0.8
Cc1nc2cc(NC(=O)NCCCO)ccc2o1	11.1	-0.3	-1.6	3.1	-2.7	-7.5	-1.2	2.9	-10.6	-0.2
CCN1C[C@@H]2[C@@H]3C(=O)N(C)C(=O)[C@@H]3[C@](C)(C1=O)N2C(=O)c1ccc(C(C)(C)C)cc1	nt	-0.3	nt	8.2	-0.7	5.2	-1.5	-12.7	-1.0	-0.2
Cc1ccc(-c2nnn(CC(=O)N(C)C3CCCCC3)n2)o1	4.3	i	-0.7	-7.0	1.4	-6.2	-1.5	-3.6	-8.8	-0.6

Profiles from above.
Record of CN1CCN(NC(=O)c2ccc(S(=O)(=O)N3CCCCCC3)cc2)CC1 = VHR inh abs = 14.7; Vc quorum ag = -0.3; 3CLpro inhibitor = 3.5; PriA SSB inh = -9.9; TcdB inh = -0.1; Anthrax LF inh2 = -0.3; PfHsp40 rescue = -1.3; Y pestis TopoI = 5.4; CCHFV vOTU inh = -4.9; BoNT-A LC inh2 = -0.5
Record of O=C(CSc1cccc[n+]1[O-])NC(=O)c1ccc(OC(F)F)cc1 = VHR inh abs = 1.2; Vc quorum ag = i; 3CLpro inhibitor = 2.1; PriA SSB inh = 1.9; TcdB inh = 0.4; Anthrax LF inh2 = -5.8; PfHsp40 rescue = 0.3; Y pestis TopoI = 7.1; CCHFV vOTU inh = -1.0; BoNT-A LC inh2 = -0.1

Only part of the results is shown; rates above refer to the full screens.
